Compound activity from PubChem BioAssay.
M17LAP inhibition: P. falciparum M17LAP inhibitors, primary screen, biochemical, fluorogenic H-Leu-NHMec substrate, 1536-well (AID 1619). 220,000 tested, 0.38% active. recombinant M17LAP, H-Leu-NHMec fluorogenic kinetic assay; higher % means a stronger effect. one-dose inhibition, % at 30 µM; IC50 in µM for titrated hits;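 active = compound inhibiting the enzyme by more than half at any dose during confirmatory dose-response retesting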;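 note: plate controls were full reaction with DMSO carrier for no effect and no enzyme background for full effect; strong numbers were not always called active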
Dynein transport: dynein cargo transport inhibition; 220,000 tested, 0.47% active; 3617.4 mouse cells, GR-EGFP nuclear translocation imaging; test concentration mostly 20 µM; stimulated with dexamethasone, 1 µM; stronger effect = lower value; z-score, hits read low; AID 1381;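 active = plate z-score of nuclear minus cytoplasmic receptor signal below a set negative limit, without overly bright fluorescence or cell loss, cut at about -3.5 in these data, passing the limit was not always enough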;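 note: z-score of nuclear minus cytoplasmic ring GR-EGFP intensity difference per well; some compounds called inactive have numbers as strong as hits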
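Buffer or medium: tet-free, stripped-serum medium; reagent: dexamethasone at 1.0 µM final, 30 min; incubation: 48 h induction, 1 h compound, 30 min dex at 37 °C; measured by: formaldehyde fixation, Hoechst nuclear stain, 10x automated fluorescence imaging; read-out: nuclear-to-cytoplasmic GR-EGFP distribution per well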
Hep lipid drop: modulators of hepatic lipid droplet formation. AML12 mouse hepatocytes, oleate lipid droplets, BODIPY imaging. inhibition, % at 6.5 µM. 240,000 tested, 0.4% active;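 active = lipid droplet intensity inhibited by at least 50%, with more than 500 cells counted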
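Material – mouse AML12 hepatocyte cell line, fixed after treatment · Compound dosing – one dose, 6.5 µM compound · Times – compound with oleate, overnight · Measured by – Image-based BODIPY and DAPI two-channel analysis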
P. falciparum M1AAP: P. falciparum M1AAP inhibitors, biochemical, fluorogenic H-Leu-NHMec substrate, 1536-well (AID 1445); recombinant M1AAP, H-Leu-NHMec fluorogenic kinetic assay; higher % means a stronger effect; one-dose inhibition, % at 30 µM; IC50 in µM for titrated hits; 220,000 tested, 0.42% active;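 active = primary inhibition above the hit cutoff, then over 50% inhibition at one or more dose response concentrations, cut at about 23% in these data, passing the limit was not always enough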;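 note: plate controls were DMSO full reaction for no effect and no enzyme background for full effect; strong numbers were not always called active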
Ins promoter up: MIN6 insulin promoter up-regulation. MIN6 insulin promoter-GFP reporter, high-content imaging; stronger effect = higher value. z-score at 5 µM. 190,000 tested, 0.3% active. AID 1625;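 active = z-score above 3 at 5 µM with at least 500 cells counted in the well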
Autophagy mod: alters autophagy in cells | MEF GFP-LC3 puncta imaging; test concentration mostly 10 µM | calls only at 10 µM (by protocol) | 190,000 tested, 0.98% active | AID 463193;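 active = percentage of spot-positive cells more than 3 SD above its plate mean, without a fluorescence outlier flag or 80% toxicity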;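 note: spot-positive cell cutoff set from DMSO-treated cells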
CSM14.1 death rescue: protection against thapsigargin-triggered cell killing – 384-well, CSM14.1, ATP luminescence, primary screen (AID 1222). CSM14.1 thapsigargin-induced death rescue, ATP luminescence; higher % means a stronger effect. one-dose cellular ATP content (survival), % at 20 µM; EC50 in µM for titrated hits. 190,000 tested, under 10 active;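 active = EC50 below 50 µM in the dose-response confirmation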;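 note: death triggered by thapsigargin at about 15 µM added after 2 h compound pretreatment; cell ATP read after overnight thapsigargin exposure of roughly 18 to 22 hours; normalized against plate controls of thapsigargin alone and 5% DMSO vehicle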
Yfh1-off respiration: mitochondrial function rescue without frataxin homolog – Friedreich's ataxia, plus single-dose screen, dose response (AID 1465); S. cerevisiae Yfh1-off respiration, WST-1 reduction, 72 h; higher fold induction means a stronger effect; fold induction at 50 µM; hits with a dose series show EC50 in µM; 220,000 tested, 0.074% active;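 active = fold induction of absorbance versus untreated yeast above a set limit, then at least 30% activation at any dose in follow-up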;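 note: activators that raise dye reduction in frataxin-depleted yeast; strong numbers were not always called active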
MT stabilize HCS: stabilizes microtubules in HeLa cells; HeLa tubulin immunostaining HCS, 24 h; share of cells brighter than vehicle mean+2SD; % tubulin-high responders, % at 10 µM; 200,000 tested, 0.83% active;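 active = plate Z-score above 3 for both tubulin-high and condensed-nucleus cell shares, with cell loss under 80%, at 10 µM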;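 note: anti alpha tubulin signal scored within the nucleus-defined area of each cell; some results filed as inactive read as strong as hits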
Dynein transport cytoplasmic EGFP: also measured in Dynein transport; calls as there; z-score; measured here: cytoplasmic GR-EGFP intensity; stronger effect = higher value
Dynein transport nuclear GR-EGFP: also measured in Dynein transport; calls as there; z-score; measured here: nuclear GR-EGFP intensity;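 lower value marks the stronger effect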
Dynein transport cell count: also measured in Dynein transport; calls as there; z-score; measured here: cell count per field
Ins promoter up cell count: further read-out of Ins promoter up, marked with its call; cell count; measured here: cytotoxicity, nuclei count;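 total cells summed across four imaged fields per well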
Hep lipid drop cells 6.5 µM: second read-out of Hep lipid drop, no call of its own (marks repeat the call); cell count; measured here: cell count, cytotoxicity flag;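 cells counted across two imaged fields per well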
MT stabilize HCS Hoechst-high %: further read-out of MT stabilize HCS, marked with its call; % Hoechst-high responders; measured here: nuclear condensation Hoechst responders;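 share of cells brighter than vehicle mean plus two SD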
MT stabilize HCS cytotoxicity %: recorded beside MT stabilize HCS, whose call it bears; toxicity, %; measured here: cytotoxicity by cell density;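 0% = mean cell density of plate MIN control wells and 100% = no cells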
Autophagy mod cell loss 18 h: recorded beside Autophagy mod, whose call it bears; toxicity, %; measured here: cell loss, nuclei count;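 cell loss after 18 h compound exposure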
Active calls of the source: *; i = inactive; . = no result given.

Compound | M17LAP inhibition | Dynein transport | Dynein transport cytoplasmic EGFP | Dynein transport nuclear GR-EGFP | Dynein transport cell count | Hep lipid drop | Hep lipid drop cells 6.5 µM | P. falciparum M1AAP | Ins promoter up | Ins promoter up cell count | Autophagy mod | Autophagy mod cell loss 18 h | CSM14.1 death rescue | Yfh1-off respiration | MT stabilize HCS | MT stabilize HCS Hoechst-high % | MT stabilize HCS cytotoxicity %
CCc1nnc(NC(=O)C2CC(=O)N(c3ccc4c(c3)OCCO4)C2)s1 (centres undefined) | 2% | -0.6 | -0.17 | -0.47 | 0.027 | 3 | 674 | 3% | 1.9 | 1589 | i | 10 | 0.6% | i | 2.3 | 3.5 | 9.5
CNC(=S)N1N=C(c2ccc(Br)cc2)CC1c1ccc(OC)cc1 (centres undefined) | -2% | 0.069 | -0.35 | -0.24 | 0.21 | 3 | 680 | 2% | -0.27 | 1236 | i | 8 | -2.4% | i | 4.1 | 2.8 | 6.1
COc1ccc(C2C(=O)N(C3CCCCCC3)CC(=O)N2Cc2ccccc2)cc1OC (centres undefined) | -9% | 0.41 | 1.1 | 0.48 | -0.98 | . | . | -1% | -0.44 | 1549 | i | 10 | 0.0% | i | 2.4 | 2.3 | 13
CCOC(=O)c1cc2c(ccn2C)n1CC(=O)N1CCN(c2cccc(C(F)(F)F)c2)CC1 | 13% | -0.4 | -0.11 | -0.86 | -0.92 | . | . | 5% | 0.71 | 1499 | i | 1 | -1.5% | i | 3.0 | 1.7 | 11
COc1cccc(-n2nnnc2SCC(=O)NCCc2ccc(OC)c(OC)c2)c1 | -2% | -0.00087 | -0.27 | 0.1 | 0.53 | 2 | 729 | 1% | -0.11 | 1329 | i | 12 | -0.9% | i | 6.0 | 1.1 | 2.4
CC(=O)Nc1ccc(OCc2nnc(-c3ccc(Cl)cc3)o2)cc1 | 2% | 0.17 | -0.38 | -0.49 | 0.39 | -2 | 671 | -5% | -1.1 | 1238 | i | -5 | 0.8% | i | 2.4 | 3.3 | 6.5
c1csc(-c2nnc(-c3ccc(N4CCOCC4)cc3)o2)c1 | -35% | -0.48 | -0.22 | -0.25 | 0.86 | . | . | 1% | 0.22 | 1315 | i | -8 | -4.7% | i | 2.0 | 1.5 | 0.5
CC(C)C1Cc2[nH]c(=O)c(C(=O)O)cc2CO1 (centres undefined) | -16% | 0.71 | -0.032 | 0.17 | -0.47 | -2 | 694 | -1% | . | . | i | -5 | -1.3% | i | 4.7 | 2.3 | 7.0
CCCN(Cc1ccco1)S(=O)(=O)c1ccc(OC)c(OC)c1 | -10% | 1.7 | 0.044 | 0.73 | -2.5 | . | . | -1% | 0.39 | 1419 | . | . | . | i | . | . | .
CN1CCc2c(OCC(=O)N3CCCc4ccccc43)cccc2C1=O | -3% | -1.1 | 0.24 | -0.5 | 0.47 | -18 | 693 | 0% | -0.52 | 1526 | i | 17 | 0.9% | i | 2.0 | 1.6 | 2.8
COc1ccc(CCC(=O)Nc2ccc(Br)cn2)cc1 | -4% | -0.00015 | -0.13 | 0.26 | -0.3 | . | . | 3% | 0.25 | 1034 | i | -17 | -0.7% | i | 2.6 | 1.9 | 2.2
C/C(=N\NC(=O)Cc1cc(=O)[nH][nH]1)c1cccc([N+](=O)[O-])c1 | 39% | 0.32 | -0.076 | 0.062 | -0.85 | -4 | 664 | 22% | 1.7 | 1493 | i | 8 | 2.3% | i | 2.5 | 3.4 | 6.7
CCS(=O)(=O)CCSc1nc2c(cc1C#N)CCCC2 | 1% | 2.6 | -0.31 | 1.1 | -0.054 | 8 | 760 | 3% | -0.02 | 1240 | i | -6 | -1.2% | i | 1.9 | 1.4 | 3.6
CN1C(=O)NC(c2ccccc2)(C(F)(F)F)S/C1=C(/C#N)c1nnc(N2CCOCC2)n1-c1ccccc1 (centres undefined) | 19% | -0.87 | -0.14 | -0.69 | 0.46 | -2 | 667 | 2% | -1.4 | 1356 | i | 10 | 0.0% | i | 2.8 | 1.5 | 1.8
CCN(CC(=O)NCc1cccs1)c1ccc(S(=O)(=O)N2CCN(C)CC2)cn1 | -11% | -0.89 | -0.21 | -0.48 | 0.012 | -4 | 751 | 2% | 0.25 | 1374 | . | . | . | i | . | . | .
Cc1cc(Cl)ccc1OCCCC(=O)N1CCN(C)CC1 | 6% | -0.62 | -0.1 | -0.92 | -0.3 | . | . | 5% | 0.44 | 1573 | i | -1 | -0.6% | i | 2.2 | 1.5 | 2.1
CCOc1ccc2c(c1)c1nnc(SCC3CCCO3)nc1n2C (centres undefined) | 10% | -0.22 | -0.2 | 0.098 | -0.085 | . | . | 6% | -0.82 | 1109 | i | 17 | 0.5% | i | 4.9 | 2.1 | 7.5
NC(=O)CNC(=O)[C@@H]1CC2(CC(c3ccc(Cl)cc3)=NO2)CN1C(=O)c1ccccc1 (some centres undefined) | -6% | -0.36 | -0.21 | 0.26 | 0.69 | . | . | 3% | 1.7 | 1581 | i | -17 | -0.9% | i | 3.9 | 1.6 | 3.3
COc1ccc(NCc2n[nH]c(=O)c3ccccc23)cc1 | 17% | 0.53 | -0.031 | 0.7 | -0.78 | 3 | 743 | 4% | . | . | i | -11 | 3.4% | i | 0.9 | 0.7 | 4.3
O=C(Nc1ccc(-c2ccc3nncn3n2)cc1)C1CCCCC1 | 2% | -0.42 | -0.18 | -0.19 | 0.33 | 3 | 744 | 9% | -0.29 | 985 | i | -10 | -1.1% | i | 4.5 | 2.6 | 1.5
O=C1CC(=O)N(CCc2ccc(F)cc2)C(=O)N1 | 42% | 0.068 | -0.22 | -0.83 | 0.13 | . | . | 6% | 0.44 | 1449 | i | 1 | 2.5% | i | 1.9 | 1.7 | 5.9
COC(=O)Nc1ccc(S(=O)(=O)Nc2ncccn2)cc1 | -1% | 0.69 | -0.33 | 0.23 | -0.2 | 4 | 708 | 0% | 0.6 | 1314 | i | -3 | -1.4% | i | 3.9 | 1.4 | 6.4
N#Cc1ccc(-c2ccc(OCC(=O)NCCc3ccccc3)cc2)cc1 | -7% | -0.34 | -0.23 | -0.21 | -0.099 | 32 | 697 | 5% | -0.01 | 1262 | i | -13 | -2.8% | i | 11 | 1.8 | 12
COc1ccccc1CN1CC(C(=O)NC2CCCCC2)CC1=O (centres undefined) | 6% | -0.17 | -0.22 | -0.058 | 0.17 | . | . | 0% | -0.18 | 1751 | i | 0 | -0.3% | i | 1.7 | 1.4 | 3.5
Cc1ccc(/C=C(\NC(=O)c2ccccc2)C(=O)N2CCCC2C(=O)O)cc1 (centres undefined) | -1% | -0.4 | -0.28 | 0.38 | 0.35 | 5 | 656 | 0% | 0.34 | 1616 | i | 10 | -1.2% | i | 3.4 | 2.6 | 2.7
O=C(Nc1ccc2c(c1)Cc1ccccc1-2)c1cc2ccccc2o1 | . | 1.5 | -0.21 | 0.58 | -1.2 | . | . | . | . | . | i | -2 | . | i | 3.1 | 3.2 | 3.3
COc1ccc(/C=C2\CCCC3C2=NN(C(=O)c2scnc2C)C3c2ccc(OC)cc2)cc1 (centres undefined) | 2% | 1.8 | -0.24 | 1.5 | 0.23 | -1 | 766 | 1% | -0.99 | 943 | i | 38 | 0.7% | i | 3.2 | 0.7 | 11
Cc1ccc(-c2csc(-c3ccncc3)n2)cc1 | 6% | -0.29 | -0.3 | -0.43 | 0.37 | 30 | 715 | 4% | -0.08 | 1382 | i | -14 | 0.8% | i | 1.8 | 1.5 | 6.5
Cc1ccc(-c2nn(C)c(=O)c3ccccc23)cc1CO | -7% | 1.9 | -0.24 | 1.3 | 0.022 | 14 | 771 | 9% | . | . | i | 3 | -0.3% | i | 3.8 | 1.9 | 15
C=CCn1c(N)c(C(=O)N2CCOCC2)sc1=S | 8% | -1.3 | -0.22 | -0.53 | 0.025 | 11 | 774 | 7% | -0.87 | 1362 | i | 0 | -1.3% | i | 1.4 | 1.6 | 6.7
O=C1N=C(N2CCCC2)S/C1=C\c1ccccc1 | 16% | 0.4 | -0.22 | 0.45 | -0.85 | -6 | 712 | 5% | . | . | i | 2 | -2.1% | i | 1.6 | 1.6 | 6.7
O=S(=O)(Nc1cccc(-c2ccc3nncn3n2)c1)c1cccs1 | -5% | 2.6 | -0.32 | 1.4 | -1.8 | 4 | 722 | 2% | 0.94 | 1305 | i | 6 | 14% | i | 3.7 | 3.9 | 5.5

An excerpt from above in order of their number in Dynein transport nuclear GR-EGFP, descending.
SMILES | M17LAP inhibition | Dynein transport | Dynein transport cytoplasmic EGFP | Dynein transport nuclear GR-EGFP | Dynein transport cell count | P. falciparum M1AAP | MT stabilize HCS Hoechst-high %
COc1ccc(C2C(=O)N(C3CCCCCC3)CC(=O)N2Cc2ccccc2)cc1OC (centres undefined) | -9% | 0.41 | 1.1 | 0.48 | -0.98 | -1% | 2.3
CC(=O)Nc1ccc(OCc2nnc(-c3ccc(Cl)cc3)o2)cc1 | 2% | 0.17 | -0.38 | -0.49 | 0.39 | -5% | 3.3
Cc1cc(Cl)ccc1OCCCC(=O)N1CCN(C)CC1 | 6% | -0.62 | -0.1 | -0.92 | -0.3 | 5% | 1.5
